ASAP1 inh: blocks human ASAP1-stimulated Arf1 GTP hydrolysis; Q9ULH1; GDP FP detection; inhibition, % at 16.5 µM; 360,000 tested, 0.19% active; in the data active means inhibition above about 25%;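 further: 0% = vehicle with enzyme and substrate and 100% = no enzyme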
DDE Tn6 FP inh: inhibitors of Tn6 peptide binding to human fibrin DD(E); 370,000 tested, 0.21% active; Fibrin DD(E) TRITC-Tn6 fluorescence polarization displacement; P02675; inhibition, % at 8.3 µM;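 active means inhibition above a per-campaign cutoff: mean of compounds within control limits plus 3 SD, cut at about 15% in these data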;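 further: 0% = median of all compound wells on the plate and 100% = blocking peptide control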
Target sequence (P02675 whole entry, looked up): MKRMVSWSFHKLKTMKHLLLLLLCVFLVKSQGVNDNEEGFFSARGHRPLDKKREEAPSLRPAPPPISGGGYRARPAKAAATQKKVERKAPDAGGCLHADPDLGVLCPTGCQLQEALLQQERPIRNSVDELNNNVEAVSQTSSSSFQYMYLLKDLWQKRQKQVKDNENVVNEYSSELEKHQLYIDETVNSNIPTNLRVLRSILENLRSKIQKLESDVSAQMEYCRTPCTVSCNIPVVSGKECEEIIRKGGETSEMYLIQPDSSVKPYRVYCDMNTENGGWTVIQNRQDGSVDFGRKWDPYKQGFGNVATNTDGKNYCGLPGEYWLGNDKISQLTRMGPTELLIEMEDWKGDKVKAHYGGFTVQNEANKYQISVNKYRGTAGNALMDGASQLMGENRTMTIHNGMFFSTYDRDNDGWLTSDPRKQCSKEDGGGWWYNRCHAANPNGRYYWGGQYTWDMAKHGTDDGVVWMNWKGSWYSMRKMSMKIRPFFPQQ
ADAM17 inh: inhibitors of human ADAM17. recombinant ADAM17, EDANS/DABCYL FRET peptide cleavage. inhibition, % at 6.95 µM. 370,000 tested, 0.83% active. AID 720648;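 active means inhibition above the mean of compounds lying between control limits plus 3 SD, set per campaign, cut at about 8.5% in these data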;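 further: 0% = DMSO-only wells as the low control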
ARFGAP1 inh: rat ARFGAP1 inhibition | inhibition, % at 16.5 µM | Q62848 | 360,000 tested, 0.26% active | AID 651572 | Arfgap1-stimulated ARF1 GTP hydrolysis, GDP FP detection;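 active means inhibition above a per-plate limit, mean inhibition of low control wells plus 3 SD, cut at about 25% in these data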;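 further: 0% = DMSO wells with enzyme and 100% = wells lacking Arfgap1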
Target sequence (Q62848 1-136 limits assumed): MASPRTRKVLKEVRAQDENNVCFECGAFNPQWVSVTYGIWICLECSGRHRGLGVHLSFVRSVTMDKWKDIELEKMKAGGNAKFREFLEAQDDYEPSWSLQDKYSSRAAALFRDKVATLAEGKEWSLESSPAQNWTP
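Material – truncated rat Arfgap1 GAP domain · Buffer or medium – HEPES-based buffer, pH 7.5 · Reagent – human ARF1(Δ1-17)-GTP substrate · Dosing – 16.5 µM single point, 1.26% DMSO · Schedule – GTP hydrolysis reaction 2 h at 25 °C · Technique – GDP detection by fluorescence polarization · Benchmarks – No-Arfgap1 wells (100%) versus DMSO full-reaction wells (0%) · Repeats – single replicate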
ADAM10 inh: inhibits human ADAM10; 370,000 tested, 0.62% active; inhibition, % at 7 µM; recombinant ADAM10, EDANS/DABCYL FRET peptide cleavage, 3 h;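 active means inhibition above a per-campaign cutoff equal to the mean of compounds falling between control-based bounds plus 3 SD, cut at about 20% in these data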;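 further: 0% = DMSO wells while the 100% control is not disclosed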
PLC-gamma1 inh: PLC-gamma1 (human) inhibition, primary screen | purified PLC-gamma1, fluorogenic substrate, fluorescence | inhibition, % at 12.2 µM | 370,000 tested, 0.84% active | AID 720700; in the data active means inhibition above about 9.5%
TDP2 inh: TDP2 (human) inhibition, absorbance primary screen. O95551. inhibition, % at 12.8 µM. recombinant TDP2, T5PNP hydrolysis, p-nitrophenol absorbance 415 nm. 370,000 tested, 0.34% active;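 active means inhibition above the mean of all tested compounds plus 3 SD, set per campaign, cut at about 25% in these data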;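 further: 0% = DMSO with enzyme and 100% = buffer with substrate but no TDP2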
Target sequence (O95551 whole entry, looked up): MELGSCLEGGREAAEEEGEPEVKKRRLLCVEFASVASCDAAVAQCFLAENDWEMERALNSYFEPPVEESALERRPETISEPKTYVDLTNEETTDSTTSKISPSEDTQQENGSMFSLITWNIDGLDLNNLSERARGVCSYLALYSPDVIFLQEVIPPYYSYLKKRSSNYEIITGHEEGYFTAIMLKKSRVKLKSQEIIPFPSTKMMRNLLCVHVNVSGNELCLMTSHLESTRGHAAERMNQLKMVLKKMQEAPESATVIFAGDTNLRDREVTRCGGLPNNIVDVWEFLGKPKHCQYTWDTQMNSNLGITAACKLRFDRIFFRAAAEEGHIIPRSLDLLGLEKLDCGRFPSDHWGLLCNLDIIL
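Read-out basis: percent inhibition. System: recombinant human TDP2. Buffer or medium: Mg2+-containing Tris-HCl buffer, pH 7.5. Repeats: single replicate. Timing: reaction 2 h, 37 °C. Benchmarks: high control without enzyme, low control DMSO plus TDP2. Probe or stimulus: 5 mM T5PNP. Doses: 12.8 µM only. Measured by: epi absorbance of p-nitrophenol freed from T5PNP by hydrolysis.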
Tn7 DDE FP: DD(E)-Tn7 binding inhibition, primary FP screen; P02675; FP displacement of FITC-Tn7 peptide from fibrin DD(E); 0% = median of compound wells per plate; inhibition, % at 8.3 µM; 370,000 tested, 0.13% active; AID 720508;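 active means inhibition above the mean of compounds falling within the control limits plus 3 SD of them, cut at about 14% in these data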;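 further: 0% = plate median of compound wells and 100% = 10 µM Aha-Tn7 peptide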
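Also added: labelled Tn7 tracer, 0.1 µM; Assay system: human fibrin DD(E) protein; Amount: 2 µM fibrin DD(E); Schedule: 10 min compound pre-incubation, 3 h probe incubation at room temperature; Repeats: one replicate per compound; Read-out basis: percent inhibition; Measured by: fluorescence polarization of the labelled Tn7 tracer.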
SIAE primary: inhibitors of human sialic acid acetylesterase SIAE | 370,000 tested, 0.69% active | Q9HAT2 | SIAE FP-Rh probe binding, fluorescence polarization | inhibition, % at 9.66 µM | AID 1053197;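 active means inhibition above a cutoff: mean of compounds within the control limits plus 3 SD of those, cut at about 17% in these data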;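 further: 0% = plate median of compound wells and 100% = probe without SIAE protein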
PLC-beta3 inh: PLC-beta3 (human) inhibition, primary screen; AID 720704; Q01970; Purified PLC-beta3, fluorogenic substrate, fluorescence; 370,000 tested, 0.18% active; inhibition, % at 12.2 µM; in the data active means inhibition above about 11%;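 further: 0% = median of compound wells on plate and 100% = full blocker control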
Starred values were filed as active, the others as inactive; i = inactive.

ASAP1 inh,DDE Tn6 FP inh,ADAM17 inh,ARFGAP1 inh,ADAM10 inh,PLC-gamma1 inh,TDP2 inh,Tn7 DDE FP,SIAE primary,PLC-beta3 inh,Compound
4,-4,6,12,-12,-1,-11,-2,-10,-13,CCc1ccccc1-n1nnnc1SCC(=O)Nc1ccc(N2CCN(C)CC2)cc1
0,-1,0,-14,-14,2,13,-10,2,-9,COc1cccc(CN(C)C(=O)c2ccc3c(=O)n4c(nc3c2)CCC4)c1OC
-1,1,-1,6,-7,1,-1,0,2,2,CCCCNC(=O)C[C@@H]1C[C@@]2(C(=O)OC)CC(C)(C)CC=C2N(CCc2ccc(OC)c(OC)c2)C1=O
6,2,1,7,6,4,-2,-2,-3,2,Cn1nccc1C(=O)Nc1ccn(C23CC4CC(CC(C4)C2)C3)n1
0,0,2,-2,0,0,5,8,2,0,Cc1noc(C)c1COC(=O)c1ccc(S(=O)(=O)NCc2ccco2)cc1
-7,-16,2,0,9,-1,-6,9,7,4,Cc1ccc(NC(=S)Nc2ccc(Br)cc2)cc1
4,2,0,4,0,-3,2,-8,-2,-2,COc1ccc(NC(=O)CN(C)C(=O)c2cccc(S(=O)(=O)N3CCN(c4ccccc4)CC3)c2)cc1
6,1,6,-7,14,6,-2,5,-4,3,COC(=O)CCN(C1CCCCC1)S(=O)(=O)c1ccc(S(=O)(=O)NC2CCCCC2)cc1
-5,3,1,-5,11,5,-7,-5,6,-5,CCCc1nc2ccccc2c(=O)n1CC(=O)c1ccc(OC)cc1
18,0,7,3,1,4,-2,-5,8,3,Cc1cccc(N/N=C(\C#N)S(=O)(=O)C(C)(C)C)c1
9,2,4,3,0,4,0,-4,6,-5,OC1(c2ccc(Br)cc2)CCN(Cc2cccc(Br)c2)CC1
-8,6,2,-2,0,1,-9,5,2,-7,COc1ccc(CCNC(=O)c2cccc3c2C(=O)N(C2CCCCC2)C3)cc1OC
4,3,-1,-8,-6,3,-4,4,0,2,Cc1cc(C(=O)NC(=S)Nc2ccccc2N2CCOCC2)ccc1[N+](=O)[O-]
-3,-7,-4,0,-1,1,3,-3,8,-16,CC(C)CN1C(=O)C(=O)N(CC(=O)c2ccc3c(c2)OCO3)C1=O
10,-5,-6,6,-14,0,1,-6,-3,-4,COc1ccc(S(=O)(=O)N2CCc3ccccc32)cc1C(=O)NC1(C)CCS(=O)(=O)C1 (configuration not stated)
-9,2,-2,-11,-1,5,9,9,-1,2,CC1CCN(C(=O)c2cc(-c3ccc(Cl)c(Cl)c3)on2)CC1
6,12,-10,8,-22,-51,8,4,-3,-56,Cc1ccc2cc3c(NC(=O)c4cccnc4)nn(C)c3nc2c1
-12,5,-1,3,4,2,-2,3,-2,4,C=CCNC(=O)CSc1nnc(-c2ccccc2Br)n1-c1cccc(C(F)(F)F)c1
-2,11,-8,-6,-21,-23,6,10,-13,-31,COc1ccc(-c2cc(C(N)=O)nc(N3CCCCCC3)n2)cc1
12,-6,4,13,5,-5,-3,-2,-4,-12,CCCc1ccc2oc(C(=O)NCCc3nc(C(=O)OCC)cs3)c(C)c2c1

Three entries already listed, sorted by the number in ADAM17 inh, falling:
Molecule	ADAM17 inh
CCc1ccccc1-n1nnnc1SCC(=O)Nc1ccc(N2CCN(C)CC2)cc1	6
CCCc1ccc2oc(C(=O)NCCc3nc(C(=O)OCC)cs3)c(C)c2c1	4
Cn1nccc1C(=O)Nc1ccn(C23CC4CC(CC(C4)C2)C3)n1	1

At a glance, part of the list above.
ASAP1 inh,DDE Tn6 FP inh,ADAM17 inh,ARFGAP1 inh,ADAM10 inh,PLC-gamma1 inh,TDP2 inh,Tn7 DDE FP,SIAE primary,PLC-beta3 inh,Compound
-1,1,-1,6,-7,1,-1,0,2,2,CCCCNC(=O)C[C@@H]1C[C@@]2(C(=O)OC)CC(C)(C)CC=C2N(CCc2ccc(OC)c(OC)c2)C1=O
6,2,1,7,6,4,-2,-2,-3,2,Cn1nccc1C(=O)Nc1ccn(C23CC4CC(CC(C4)C2)C3)n1

New compounds follow:
ASAP1 inh,DDE Tn6 FP inh,ADAM17 inh,ARFGAP1 inh,ADAM10 inh,PLC-gamma1 inh,TDP2 inh,Tn7 DDE FP,SIAE primary,PLC-beta3 inh,Compound
-9,3,-1,-1,-7,-3,0,5,-4,-1,CC1=C(C(=O)Nc2cccnc2)C(c2ccccn2)n2nnnc2N1 (configuration not stated)
4,9,4,1,18,6,-17,3,11,1,O=C(NCCc1c[nH]c2ccccc12)c1cccc(S(=O)(=O)Nc2ccccc2Cl)c1
-5,2,-3,-2,-12,-1,-1,-1,4,-2,CCc1ccc(Nc2cc(C)nc3nc(C)nn23)cc1
-10,-1,-2,6,6,1,0,1,-5,3,COc1ccc(CCNC(=O)CC(NS(=O)(=O)c2ccc(NC(C)=O)cc2)C(C)C)cc1OC (configuration not stated)
2,6,-5,-6,-2,1,2,-2,-6,0,O=C(C1CCC1)N1CCC(c2nc3c(nnn3Cc3c(F)cccc3Cl)c(=O)[nH]2)CC1
-6,-8,-283,5,i,-246,3,-1,3,-287,Cc1ccc2[nH]c3c(N4CCOCC4)ncnc3c2c1
-7,2,3,6,9,3,-9,-6,-1,0,CCC(=O)N1CCc2cc(S(=O)(=O)NCCC(=O)NCc3ccccc3Cl)ccc21
-6,8,0,11,0,2,5,-1,4,2,Cc1ccc(Nc2nnc(SC(C)C(=O)Nc3c(C)n(C)n(-c4ccccc4)c3=O)s2)cc1 (configuration not stated)
3,1,-3,14,-9,0,7,3,0,0,COC(=O)[C@]12CCCCC=C1N(Cc1ccccc1)C(=O)[C@H](CC(=O)N1CCCC1)C2
-10,2,-17,3,-55,-11,-3,1,-2,-11,O=C(CCc1nc2ccccc2[nH]c1=O)OCC(=O)N1CCc2ccccc21
10,3,-3,2,7,2,0,0,2,-2,Cc1ccc(CNC(=O)[C@@H]2CCC(=O)N2Cc2ccco2)cc1
-2,2,6,-1,-7,1,-8,0,4,0,Nc1ncnc2c1ncn2[C@@H]1O[C@H](CCC(=O)NCc2ccccc2)[C@@H](O)[C@H]1O
-4,6,-7,1,-19,-6,0,-1,0,-8,Cc1ccc(-c2nc(CS(=O)CC(=O)N3CCN(c4ncccn4)CC3)c(C)o2)cc1 (configuration not stated)
-1,6,-1,2,11,0,10,-1,0,-4,O=C(Nc1ccccc1C(=O)NC(Cc1c[nH]c2ccccc12)C(=O)O)c1ccco1 (configuration not stated)
-4,4,-8,4,-5,-1,3,5,11,-6,COc1cccc(NC(=O)CN(C)C(=O)c2ccc(S(=O)(=O)Nc3ccccc3F)cc2)c1
-7,0,-4,10,4,-5,4,3,3,-11,O=C1Cc2ccccc2C(=O)N1c1cccc(Cl)c1
16,-2,0,2,1,-17,2,-1,-12,-23,Cc1ccccc1Nc1nc(-c2sc(NC(=O)c3ccco3)nc2C)cs1
5,-2,1,-6,2,0,0,-8,-6,-3,COc1cccc(NC(=O)C2C3C=CC4(O3)C2C(=O)N(CCCN2CCCC(C)C2)C4C(=O)NC2CCCCC2C)c1 (configuration not stated)
13,0,-8,4,-17,-33,-1,-5,-38,-52,CN1CCN(S(=O)(=O)c2cccc(C(=O)Nc3sccc3C#N)c2)CC1
-5,1,2,-5,22*,5,-6,-1,2,-4,COc1ccc(N(C)C(=O)c2oc(=O)c3ccccc3c2-c2ccc(C)cc2)c(OC)c1

ADAM10 inh: hit marks shown above.
ASAP1 inh,DDE Tn6 FP inh,ADAM17 inh,ARFGAP1 inh,ADAM10 inh,PLC-gamma1 inh,TDP2 inh,Tn7 DDE FP,SIAE primary,PLC-beta3 inh,Compound
-5,1,2,-5,22*,5,-6,-1,2,-4,COc1ccc(N(C)C(=O)c2oc(=O)c3ccccc3c2-c2ccc(C)cc2)c(OC)c1

Additional compounds.
ASAP1 inh,DDE Tn6 FP inh,ADAM17 inh,ARFGAP1 inh,ADAM10 inh,PLC-gamma1 inh,TDP2 inh,Tn7 DDE FP,SIAE primary,PLC-beta3 inh,Compound
0,4,-1,6,-3,2,-23,7,9,3,Cc1cc(C)nc(NC(=S)Nc2ccccc2)n1
-10,3,-6,2,-5,0,0,-2,-5,-4,CCOc1cc(C(=O)NCCCNC(=O)c2cc(OCC)c(OCC)c(OCC)c2)cc(OCC)c1OCC
11,1,2,1,-2,6,1,0,1,-2,O=C1c2ccccc2C(=O)N1CCc1c[nH]c2ccc(O)cc12
3,-5,-5,-4,-26,-4,7,3,1,-11,COc1ccc2c(CC(=O)NNC(=O)c3ccc(O)cc3)coc2c1
0,-5,3,7,0,-1,-2,-3,-1,0,O=C(COc1ccc(Cl)cc1)OCC(=O)N1CCCc2ccccc21
-2,-4,-3,6,-6,-2,1,-2,-4,0,C(=C\c1ccccc1)/CSc1nnc(-c2cccnc2)n1Cc1ccco1
-17,6,-2,12,-1,-1,1,4,-1,-6,CCc1ccc(CN(C)C(=O)C2CCC(=O)N(Cc3ccccn3)C2)cc1 (configuration not stated)
6,4,-1,8,-5,-1,6,0,-2,-3,CCOC(=O)C1=C(COC(=O)CSc2ccc(C)cc2C)NC(=O)NC1C (configuration not stated)
1,-2,-116,5,-383,-19,-2,-7,2,-27,N#Cc1nc(-c2ccc(F)cc2)oc1N1CCCC1
-1,-4,-35,0,-97,-29,15,-5,2,-40,c1ccc(Cn2c(SCc3cn4cccnc4n3)nnc2-c2ccco2)cc1
4,-10,5,-1,4,11*,-20,-4,-6,9,COc1ccc(CCNC(=O)c2c(O)c3c([nH]c2=O)CCCC3)cc1
4,0,0,3,1,4,-8,-6,-1,3,CC(C)CCNC(=O)NC(=O)CSc1nnc2ccccn12
-11,-2,6,3,15,8,-15,-3,0,4,COc1ccc(C(=O)NNC(=S)NC(=O)c2ccco2)cc1
-1,2,-2,-2,-2,-8,9,-2,3,-4,CCc1nc(N[C@@H](Cc2c[nH]c3ccccc23)C(=O)O)c2oc3ccccc3c2n1
16,-3,0,14,11,6,4,-1,4,4,COc1cccc(C(=O)Nc2ccc(N3CCN(Cc4ccccc4)CC3)cc2)c1
-17,-8,-3,13,-7,-7,-5,2,2,-9,CCN(CC(=O)Nc1c(F)cccc1F)C(=O)CSCC(=O)Nc1cc(C)on1
6,-1,-4,3,-6,-2,-2,-3,3,3,Nc1ccn(C2CSC(CO)O2)c(=O)n1 (configuration not stated)
-11,0,-2,5,2,3,-8,-1,-2,3,COc1ccccc1CNC(=O)c1ccc(CS(=O)(=O)c2ccccc2OC)o1
-7,-9,-7,14,-4,-1,4,-7,-29,-6,COc1ccc(OC)c(S(=O)(=O)Nc2cccc(-c3ccc(N4CCCCCC4)nn3)c2)c1
-3,-1,-2,2,0,-2,-8,-5,-4,-5,CCn1c(CNC(=O)c2cccc(C)c2)nnc1SCC(=O)N1CCOCC1
5,-2,-3,4,0,-3,2,2,-1,-1,O=C1CCCN1c1ccc(S(=O)(=O)Oc2ccc(Cl)cc2)cc1[N+](=O)[O-]

Screens (PubChem)
